LMNA splice mod: changes lamin A minigene splicing in HeLa cells; HeLa LMNA splicing GFP/RFP minigene ratio, 48 h; Potency, µM (series often up to 46.1 µM), for the others: at the highest dose ratio change, negative = inhibition, actives largely listed as inhibitors; 200,000 compounds, 0.01% hits; active = well fitted inhibition curve with a large enough effect in the signal ratio, with a control signal flat, not every such curve was filed as active; inconclusive = small, poorly fitted or top-dose-only effect, or effect the other way, or a change in a side signal; the % refers to the signal ratio; note: % is set by controls: 0 for no effect and ±100 for the full control effect
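S3 HeLa cells stably expressing lamin A-EGFP splicing minigene plus DsRed2, 600 cells/well, 48 h compound exposure at 37C. Laser-scanning cytometry; analysed as GFP (500-530 nm)/RFP (575-640 nm) total intensity ratio; 0.5% DMSO vehicle.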
L3MBTL1 block: inhibitors of human L3MBTL1; 230,000 compounds, 0.66% hits; Q9Y468; Potency, µM (titrated, usually from 57.1 µM), for inactives: at the highest dose activity, negative = inhibition, hits mostly inhibitors; AlphaScreen L3MBTL1–H3K9me1 peptide binding; note: % is set by controls: 0 for no effect and ±100 for the full control effect; nearly all actives have a fitted effect of over 60% in size
Target sequence (Q9Y468 whole entry, looked up): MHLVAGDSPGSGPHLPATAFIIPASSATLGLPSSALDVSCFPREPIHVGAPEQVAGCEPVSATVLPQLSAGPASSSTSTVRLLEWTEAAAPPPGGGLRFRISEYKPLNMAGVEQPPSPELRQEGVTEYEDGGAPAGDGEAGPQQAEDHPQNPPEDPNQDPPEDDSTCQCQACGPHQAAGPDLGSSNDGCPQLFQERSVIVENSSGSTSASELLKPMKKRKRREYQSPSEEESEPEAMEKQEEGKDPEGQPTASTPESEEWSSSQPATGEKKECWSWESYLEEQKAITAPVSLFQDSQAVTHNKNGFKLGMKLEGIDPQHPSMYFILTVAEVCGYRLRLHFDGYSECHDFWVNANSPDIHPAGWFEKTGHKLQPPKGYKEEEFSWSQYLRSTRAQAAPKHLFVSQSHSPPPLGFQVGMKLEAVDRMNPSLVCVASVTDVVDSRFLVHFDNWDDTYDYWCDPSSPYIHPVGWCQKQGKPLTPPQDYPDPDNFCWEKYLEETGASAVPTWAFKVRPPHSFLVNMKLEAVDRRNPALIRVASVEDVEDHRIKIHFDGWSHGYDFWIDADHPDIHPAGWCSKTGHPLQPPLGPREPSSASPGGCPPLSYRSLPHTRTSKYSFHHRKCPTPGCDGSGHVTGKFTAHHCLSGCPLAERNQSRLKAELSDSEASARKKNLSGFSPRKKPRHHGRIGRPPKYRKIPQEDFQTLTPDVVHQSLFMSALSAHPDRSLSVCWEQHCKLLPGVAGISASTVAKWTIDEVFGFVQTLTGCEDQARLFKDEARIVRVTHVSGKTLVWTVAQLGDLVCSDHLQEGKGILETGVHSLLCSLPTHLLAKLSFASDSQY
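AlphaScreen proximity signal between nickel-chelate acceptor and streptavidin donor beads (final 10 ug/mL) reports binding of 50 nM L3MBTL1 to 75 nM biotin-H3 K9me1 peptide; complex incubated with compounds 30 min at room temperature; cefsulodin titration as control.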
Tau ThT inhib: blocks human tau fibril formation measured by thioflavin T | P10636 | recombinant tau K18 P301L (four-repeat tau fragment), heparin-induced fibrillization, ThT fluorescence | Potency, µM (highest dose often 57.4 µM), for inactives: at the highest dose activity, negative = inhibition, hits mostly inhibitors | 270,000 compounds, 2.1% hits; note: % is set by controls: 0 for no effect and ±100 for the full control effect; nearly all actives have a fitted effect of over 55% in size
Target sequence (P10636 561-689 P618L limits assumed): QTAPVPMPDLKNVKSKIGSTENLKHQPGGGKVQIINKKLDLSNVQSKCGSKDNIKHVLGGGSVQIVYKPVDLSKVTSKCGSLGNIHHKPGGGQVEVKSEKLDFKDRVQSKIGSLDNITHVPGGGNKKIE
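Recombinant human tau K18 fragment […] carrying P301L, 15 uM unlabeled plus 0.24 uM Alexa 594-labeled, was fibrillized with 20 uM heparin in 100 mM sodium acetate pH 7 for 6 hr at 37 C; 30 uM ThT fluorescence read after 1 hr.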
JMJD2E inh: inhibitors of human JMJD2E histone demethylase; 230,000 compounds, 1.6% hits; JMJD2E catalytic domain, FDH-coupled NADH fluorescence (FDH is formaldehyde dehydrogenase); AID 2147; B2RXH2; Potency, µM (doses to about 57.1 µM), inactives show top-dose activity change, negative = inhibition, hits mostly inhibitors; active = well fitted inhibition curve with a large enough effect, not every such curve was filed as active; inconclusive = small, poorly fitted or top-dose-only effect, or another doubt; inactive = no such curve, though single readings can be large or run the other way;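 note: 0% = wells with enzyme and -100% = buffer wells without enzyme; nearly all actives have a fitted effect of over 50% in size; many of its hits are not listed in these tables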
SMN2 splice enh: SMN2 splice variant enhancement; HEK293 SMN2-luciferase splicing reporter, luminescence, 30-36 h; Potency, µM (doses to about 46.1 µM), inactives show at the top dose activity change, positive = activation, actives largely listed as activators; 210,000 compounds, 2.8% hits; note: % of control where 0% means no effect; nearly all actives have a fitted effect of over 55% in size
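HEK293 cells carry an SMN2 minigene-luciferase reporter in which exon 7 inclusion puts luciferase in frame. Cells were seeded at 2000 cells/well, attached for 10-12 hours, then exposed to compounds for 30-36 hours at 37C before ONE-Glo luminescence.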
Luc counter: blocks Kinase-Glo luciferase, a counter-screen artifact | Kinase-Glo luciferase, ATP luminescence, 8 min | Potency, µM (top dose mostly 38.3 µM), for the others: at the top dose activity change, negative = inhibition, hits mostly inhibitors | 200,000 compounds, 0.28% hits; note: % is set by controls: 0 for no effect and ±100 for the full control effect; nearly all actives have a fitted effect of over 60% in size
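Compounds were added to a substrate mix at pH 7.2 (50 mM imidazole, 10 uM ATP, within the enzyme's linear range), followed by Kinase-Glo detection reagent; luminescence was measured after 8 minutes at ambient temperature.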
ALDH1A1 inh: blocks purified human ALDH1A1 activity. P00352. 220,000 compounds, 7.3% hits. Purified ALDH1A1, NADH fluorescence, propionaldehyde substrate. Potency, µM (highest dose often 75.3 µM), for the others: top-dose activity, negative = inhibition, most hits filed as inhibitors; active = well fitted inhibition curve with a large enough effect, not every such curve was filed as active; inconclusive = small, poorly fitted or top-dose-only effect, or another doubt; inactive = no such curve, though single readings can be large or run the other way;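 note: plate controls were no enzyme wells and a reference inhibitor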
RECQ1 helicase: inhibitors of human RECQ1 DNA helicase; P46063; RECQ1 DNA unwinding, red fluorescence kinetic read; Potency, µM (highest dose often 57.3 µM), inactives show top-dose activity, negative = inhibition, actives largely listed as inhibitors; 240,000 compounds, 0.54% hits;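 note: plate controls were vehicle for no effect and no enzyme for full effect; nearly all actives have a fitted effect of over 30% in size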
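50 nM RECQ1T1 preincubated 15 min with compound in Tris pH 8.0 buffer with MgCl2, DTT, Tween-20 and 2.5 ug/ml poly(dI-dC); started with 200 nM TAMRA/BHQ-2 forked duplex and 2 mM ATP. Unwinding read as fluorescence (525/598 nm), two reads 2 h apart.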
* marks the source's active call; other numbers are inactive results; i = inactive; ? = inconclusive; . = not tested or not shown; [ ] = dose if it differs, or a comment. Unless noted, calls come from the whole dose curve; as a rule, active = well fitted curve in the direction sought with a large enough effect; inconclusive = small, poorly fitted or top-dose-only effect, or another doubt; inactive = no such curve, though single readings can be large; an effect the other way counts as inactive or inconclusive. Potency is the fitted concentration of half-maximal effect. Some of the compounds tested; count on the stated rates, not on these rows.

SMILES	LMNA splice mod	L3MBTL1 block	Tau ThT inhib	JMJD2E inh	SMN2 splice enh	Luc counter	ALDH1A1 inh	RECQ1 helicase
O=C(C1CCCN(S(=O)(=O)c2cccc3cccnc23)C1)N1CCN(c2ccccc2F)CC1 (stereo unspecified)	-1%	-3%	-11%	3%	-49%	-3%	-13%	-9%
O=C(NCc1ccc2c(c1)OCO2)Oc1ccccc1	12%	.	-12%	-3%	-21%	4%	?	-1%
O=C(Nc1ccc2c(c1)OCO2)C1CCCN1C(=O)Nc1ccccc1F (stereo unspecified)	18%	-1%[11.4 µM]	-1%	4%	-6%	-2%	?	-18%
Cc1ccc(S(=O)(=O)N2CCN(C(=O)N(C)C)CC2)cc1	.	-4%	-5%	5%	-8%	-6%	-10%	i
Cc1cc(C)cc(NC(=O)Nc2cccc(S(N)(=O)=O)c2)c1	.	0%	-4%	1%	.	.	5%	-15%
CCC(=O)Nc1nc2ccc(NC(=O)c3cc(OC)c(OC)c(OC)c3)cc2s1	.	.	-7%	-2%	14%	2%	8%	-7%
Cc1ccc(OCc2nnc(NC(=O)OCC(C)C)s2)c(C)c1	1%	7%	-4%	-1%	5%	-1%	1%	-15%
CCC(C)n1cnc2c(c1=O)c1nc3ccccc3nc1n2-c1ccc2c(c1)OCCO2 (stereo unspecified)	-9%	3%	6%	-2%	-24%	-1%	?	2%
CC(OC(=O)Cn1c(C(F)(F)F)nc2ccccc21)C(N)=O (stereo unspecified)	?	8%	-1%	-6%	-15%	1%	11%	i
O=C(Nc1cccc2ccccc12)/C(Cl)=C/c1ccccc1	-8%	24%	?	-9%	10%	7%	-11%	-11%
N#CC1(Nc2cccc(Br)c2)C(=O)Nc2ccccc21 (stereo unspecified)	.	35%[activator]	?	-9%	.	.	?	-8%
O=C(Nc1ccc(Br)cc1)c1ccc(CSC2=NCCS2)cc1	10%	0%	-10%	4%	-32%[inhibitor]	4%	-28%	0%
COc1ccc(OCCSc2nnc3c(Cl)cc(Cl)cn23)cc1	-12%	-5%	-18%	?	-1%	0%	8%	-2%
COc1cc(N=c2oc3c(C)ncc(CO)c3cc2C(N)=O)cc(OC)c1OC	-14%[46 µM]	.	?	-4%	1%	-3%	7%	-2%
NC(=S)Cc1nc2n(n1)Cc1ccccc1-2	7%	.	?	-2%	-8%	-5%	?	-14%
O=C(CSc1ccc(Cl)cc1)N1CCC(c2nc3ccccc3s2)CC1	-2%	10%	?	13%	-46%[inhibitor]	-1%	-14%	-4%
CCN1C(=O)/C(=C\C=C2/C=CC=CN2CC)SC1=S	3%	?	14µM*	?	5.6µM*	?	25µM*	-16%
Cc1ccccc1-n1c(=O)c2ccccc2n(CC(=O)NCc2ccco2)c1=O	.	.	-5%	-5%	15%	11%	3%	-5%
CCO[C@@H]1OC(C(=O)NC2CC2)=C[C@H](c2ccc(C(F)(F)F)cc2)[C@H]1CCCO	.	4%	0%	14%	.	.	1%	-3%
O=C1N=C(N2CCCCC2)S/C1=C\c1ccncc1	.	6%	-8%	-8%	.	.	.	-4%
CC(C)c1nc(N(C)S(C)(=O)=O)nc(-c2ccc(F)cc2)c1/C=C/C(O)CC(O)CC(=O)O (stereo unspecified)	?	.	1%	-2%	-5%	-2%	0.22µM*	i
O=C(O)c1ccc2nc(-c3ccco3)c(-c3ccco3)nc2c1	.	2.2µM*	7.9µM*	2%	-22%	-18%	?	-14%
CSc1ccc(C(=O)C2CCCN(S(=O)(=O)c3c(C)noc3C)C2)cc1 (stereo unspecified)	?	-23%	-10%	-4%	-44%[inhibitor]	4%	-7%	i
CCOC(=O)c1cc2ccc(OC)c(OC)c2c(=O)s1	-1%	-2%	?	-5%	12%	-2%	-2%	-3%
Cc1ccc(-n2c(SCC(=O)N3c4ccccc4Sc4ccccc43)nnc2-c2ccncc2)cc1	-1%	-2%	-9%	-7%	-1%	1%	?	-5%
O=C(Nc1ccon1)c1ccc(S(=O)(=O)N2CCOCC2)cc1	.	3%	-7%	1%	.	.	1%	-2%
COC(=O)C1=C(C(=O)OC)[C@@H]2Nc3ccccc3[C@@]23C[C@@H](C(=O)OC)N(C(=O)c2ccco2)C3=N1	-11%[9.22 µM]	.	-1%[11.5 µM]	-3%[11.4 µM]	-4%[9.22 µM]	-7%[7.66 µM]	-8%[13.5 µM]	i[11.5 µM]
O=C(COc1ccc(Cl)cc1)NCc1nnc(SCC(=O)c2ccccc2)o1	-6%	.	-7%	-5%	-5%	-2%	-7%	i
Cc1cc(C)nc(SCc2ccc(C(=O)N/N=C/c3ccncc3)cc2)n1	3%[9.22 µM]	.	?	5%	-31%	-4%	0%	0%
CCOC(=O)C1=C(C)NC(=O)NC1c1ccc(N(CC)CC)cc1 (stereo unspecified)	-8%	.	-8%	1%	-16%	-3%	7%	-8%
Cc1nc2nc3c(cn2n1)C(=O)CCC3	-2%	.	-2%	9%	12%	0%	13%	i
COc1cccc2cc(C(C)N(CCCN3CCOCC3)C(=S)Nc3c(C)cccc3C)oc12 (stereo unspecified)	-1%[46 µM]	.	-7%	-3%	-19%	2%	-2%	-11%
O=C(NCc1cccs1)Nc1ccc2c(c1)OCO2	-13%	-2%	-14%	15%	14µM*	-2%	15%	1%
CCOC(=O)CC(=O)CSc1nc2c(sc(=S)n2-c2ccccc2)c(=O)[nH]1	?	1%	-10%	4%	.	.	?	4%
C=CCNc1sc(C(=O)c2ccccc2)c(N)c1-c1nc2ccccc2s1	?	?	-7%	-2%	.	.	2%	i
CCSc1cc(C)nc2c(-c3ccccc3)c(C)nn12	-2%	.	-14%	-19%	-31%	-2%	-11%	-4%
Cc1nn(C(C)C(=O)Nc2ccc3c(c2)OCO3)c(C)c1[N+](=O)[O-] (stereo unspecified)	.	-13%	?	-4%	.	.	3%	-9%
O=C(N/N=C/c1cccc([N+](=O)[O-])c1)C1CC(=O)N(c2ccc(Cl)cc2)C1 (stereo unspecified)	-4%	-5%	-17%	2%	2%	-1%	-5%	-1%
CCCN(CC1CC1)C(=O)Nc1ccccc1C	2%	5%	-7%	16%	.	3%	11%	i
CCn1c(=O)cc(OCC(=O)NC(C)c2ccc3c(c2)OCCO3)c2ccccc21 (stereo unspecified)	-7%	.	-11%	2%	-6%	-1%	-14%	i
COCCNCC(=O)Nc1ccc(OC(F)(F)F)cc1	-2%[9.22 µM]	15%	9%	?	10%	-2%	-5%	0%
O=C(NCCN1CCOCC1)C12CC3CC(C1)CC(c1ccccc1)(C3)C2	16%[46 µM]	0%	13%	-11%	6%	-3%	3%	i
COC(=O)COc1cccc(NS(=O)(=O)c2ccc(NC(C)=O)cc2)c1	-3%	14%[11.4 µM]	-2%	-2%	-15%	1%	10%	-3%
COCCNC(=O)C1(C)C=CCN1C(C)=O (stereo unspecified)	.	.	-11%	-10%	?	-1%	3%	i
CC12CCC(C(N)=O)(c3nc4ccccc4nc31)C2(C)C (stereo unspecified)	-2%	-3%	-1%	-10%	-13%	-3%	12%	-4%
O=C(O)CCCNS(=O)(=O)c1cccc2nsnc12	3%	.	-4%	1%	-11%	-4%	5%	16%
COc1ccc(NC(=O)Nc2ccccc2F)cc1Cl	-18%[46 µM]	-7%	-11%	5%	10µM*	-8%	8%	-1%
O=C(CCc1ccccc1)NC(NC(=S)Nc1ccc(Br)cc1)C(Cl)(Cl)Cl (stereo unspecified)	9%	.	5%	4%	1%	-3%	-9%	9%
CCOC(=O)C1CCN(C(=O)CNC(=O)OC(C)(C)C)CC1	8%	.	-3%	0%	12%	2%	19%	i
C#CCOCCOCCOCCNc1nc(N2CCN(C(=O)[C@H]([C@@H](C)O)n3cc(CCCCN)nn3)CC2)nc(N2CCN(C(=O)[C@H](C)n3cc(CCCN=C(N)N)nn3)CC2)n1	?	4%	-4%	9%	-1%	-3%	8%	2%
Cc1ccnc(N2CCC(C(=O)NCc3ccccc3F)CC2)n1	.	-9%	5%	8%	-19%	2%	?	12%

Entries above that contain fluorine:
SMILES	LMNA splice mod	L3MBTL1 block	Tau ThT inhib	JMJD2E inh	SMN2 splice enh	Luc counter	ALDH1A1 inh	RECQ1 helicase
O=C(C1CCCN(S(=O)(=O)c2cccc3cccnc23)C1)N1CCN(c2ccccc2F)CC1 (stereo unspecified)	-1%	-3%	-11%	3%	-49%	-3%	-13%	-9%
O=C(Nc1ccc2c(c1)OCO2)C1CCCN1C(=O)Nc1ccccc1F (stereo unspecified)	18%	-1%[11.4 µM]	-1%	4%	-6%	-2%	?	-18%
CC(OC(=O)Cn1c(C(F)(F)F)nc2ccccc21)C(N)=O (stereo unspecified)	?	8%	-1%	-6%	-15%	1%	11%	i
CCO[C@@H]1OC(C(=O)NC2CC2)=C[C@H](c2ccc(C(F)(F)F)cc2)[C@H]1CCCO	.	4%	0%	14%	.	.	1%	-3%
CC(C)c1nc(N(C)S(C)(=O)=O)nc(-c2ccc(F)cc2)c1/C=C/C(O)CC(O)CC(=O)O (stereo unspecified)	?	.	1%	-2%	-5%	-2%	0.22µM*	i
COCCNCC(=O)Nc1ccc(OC(F)(F)F)cc1	-2%[9.22 µM]	15%	9%	?	10%	-2%	-5%	0%
COc1ccc(NC(=O)Nc2ccccc2F)cc1Cl	-18%[46 µM]	-7%	-11%	5%	10µM*	-8%	8%	-1%
Cc1ccnc(N2CCC(C(=O)NCc3ccccc3F)CC2)n1	.	-9%	5%	8%	-19%	2%	?	12%

Screening data (PubChem BioAssay)
